# Bioassay records as filed in PubChem.
# B2AR arrestin: beta2AR (human) beta-arrestin recruitment activity; beta-arrestin recruitment to beta2AR, cell-based reporter; Potency, µM (highest dose often 46.1 µM), without a hit: at the highest dose activation, actives largely listed as activators; 330,000 tested, 0.02% active;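 further: potency means the concentration at half of the fitted maximal effect; 0% = DMSO controls and full agonism = EC100 isoproterenol or metaproterenol; nearly all actives have a fitted effect of over 65% in size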
# GALK inhibitor: inhibitors of human galactokinase. P51570. Purified GALK, Kinase-Glo residual ATP luminescence. Potency, µM (highest dose often 57.5 µM), without a hit: at the top dose activity change, negative = inhibition, actives largely listed as inhibitors. 270,000 tested, 0.007% active. AID 1868; further: potency means the concentration at half of the fitted maximal effect; on the % scale 0 is the no-effect control and ±100 the full control effect
#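 Luminescence from leftover ATP (Ultra-Glo luciferase/luciferin) served as read-out after a 1 h room-temperature reaction of 5 nM GALK with 35 uM ATP and 100 uM galactose.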
# KCNH2 3.1 inh: blocks the human KCNH2 3.1 channel isoform; U2OS KCNH2 3.1, thallium flux FluxOr; hits give low values; activity change, % (tested at about 1.8 µM); 340,000 tested, 0.95% active; AID 720553;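 active means maximum activity change below -70%; inconclusive means maximum activity change from -70% to -50%; inactive means maximum activity change above -50%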;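 further: thallium influx rate constant from kinetic fluorescence after stimulation buffer; on the % scale 0 is the no-effect control and ±100 the full control effect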
#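 Measured as rate of thallium-driven FluxOr signal in transduced U2OS cells carrying the 3.1 channel, read kinetically for 2 min upon stimulation; values are rate constants scaled to DMSO control wells.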
# Menin-MLL TR inh: displaces Texas Red mutant MLL peptide from human menin. Menin + Texas Red MLL mutant peptide, fluorescence polarization. Potency, µM (series often up to 61.6 µM), for inactives: top-dose FP activity change, negative = inhibition, actives largely listed as inhibitors. 270,000 tested, 0.23% active; active means well fitted inhibition curve with a large enough effect in the polarisation, with a control signal flat, not every such curve was filed as active; inconclusive means small, poorly fitted or top-dose-only effect, or effect the other way, or a change in a side signal; inactive means no such curve, though single readings can be large or run the other way; the % refers to the polarisation; further: potency means the concentration at half of the fitted maximal effect; % of control where 0% means no effect; many of its hits are not listed in these tables
# Giardia killer: kills Giardia lamblia. Giardia lamblia trophozoite viability. activity change, % at 7.66 µM, hits read low. 340,000 tested, 0.15% active; in the data active means activity change below about -80%; inconclusive means between about -30% and that limit;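 further: parasites exposed to compound for two days anaerobically before the ATP read; on the % scale 0 is the no-effect control and ±100 the full control effect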
#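 Each well holds 100 Giardia trophozoites and compound. After two days (48 hrs) at 37 deg C in anaerobic conditions, ATP is quantified by luminescence.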
# PKM2 act: PKM2 (human) enzyme activation; P14618; purified PKM2, Kinase-Glo ATP luminescence, activation; response scale: 0% is enzyme alone, no compound; Potency, µM (highest dose often 57.5 µM), inactives show at the highest dose activation, usual class: activators; 260,000 tested, 0.34% active; further: potency means the concentration at half of the fitted maximal effect; on the % scale 0 is the no-effect control and ±100 the full control effect; nearly all actives have a fitted effect of over 55% in size
# Target sequence (P14618 whole entry, looked up): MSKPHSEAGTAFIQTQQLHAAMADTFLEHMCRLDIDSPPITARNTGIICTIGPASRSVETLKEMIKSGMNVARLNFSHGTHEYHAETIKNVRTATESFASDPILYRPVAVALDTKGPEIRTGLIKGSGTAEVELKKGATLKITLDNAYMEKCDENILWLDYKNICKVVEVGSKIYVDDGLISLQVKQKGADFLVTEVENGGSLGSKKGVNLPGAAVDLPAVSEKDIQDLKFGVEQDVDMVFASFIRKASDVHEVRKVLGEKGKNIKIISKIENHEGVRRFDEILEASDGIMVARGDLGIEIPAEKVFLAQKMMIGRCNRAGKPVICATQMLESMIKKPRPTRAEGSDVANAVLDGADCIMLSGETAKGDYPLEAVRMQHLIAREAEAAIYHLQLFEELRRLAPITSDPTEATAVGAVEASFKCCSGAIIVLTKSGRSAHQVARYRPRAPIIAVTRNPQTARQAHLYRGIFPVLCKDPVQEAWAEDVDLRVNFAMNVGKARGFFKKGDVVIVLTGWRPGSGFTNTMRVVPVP
#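 ATP formation by purified human PK-M2, quantified via coupled luciferase luminescence after 1 h at room temperature with 0.1 mM ADP and 0.5 mM PEP final.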
# CXXC DNA block: blocks binding of human MLL CXXC domain to DNA | MLL-CXXC / FITC-HOXA9 DNA fluorescence polarization | AID 2662 | Potency, µM (titrated, usually from 115 µM), inactives show at the highest dose activity change, negative = inhibition, most hits filed as inhibitors | Q03164 | 290,000 tested, 0.037% active; active means well fitted inhibition curve with a large enough effect in the polarisation, with a control signal flat, not every such curve was filed as active; inconclusive means small, poorly fitted or top-dose-only effect, or effect the other way, or a change in a side signal; inactive means no such curve, though single readings can be large or run the other way; the % refers to the polarisation; further: potency means the concentration at half of the fitted maximal effect
#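 Purified MLL-CXXC (added from a 7 uM solution) was preincubated 5 min at ambient with pinned compounds in 50 mM Tris-HCl pH 7.5, 50 mM NaCl, 1 mM DTT, 0.05% BSA. Fluorescein-labeled HOX-A9 DNA (50 nM solution) followed, 30 min, then polarization read.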
# TRPV1 ag: activates the human vanilloid receptor TRPV1; Q8NER1; TRPV1-expressing cells, Fluo-8 calcium influx, agonist mode; activation, % at 8.33 µM; 320,000 tested, 0.19% active; AID 540275; in the data active means activation above about 80%; inconclusive means between about 30% and that limit; further: 0% is about no effect
#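 TRPV1-expressing cells were cultured overnight at 35.5C and loaded with Fluo-8 calcium dye for 40 to 90 min at room temperature. After a 10 s baseline, compound was added and calcium influx was read kinetically for 3 min (ex 480/em 520 nm).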
# KCNH2 WT inh: blocks the wildtype human KCNH2 potassium channel | U2OS, BacMam KCNH2, thallium flux FluxOr; hits give low values | activity change, % at 1.84 µM | 340,000 tested, 0.37% active | Q12809;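 active means maximum activity change below -70%; inconclusive means maximum activity change between -70% and -50%; inactive means maximum activity change above -50%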; further: on the % scale 0 is the no-effect control and ±100 the full control effect
#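 U2OS cells transduced with wild-type KCNH2 virus are loaded with FluxOr dye for 45 min, and thallium flux is measured in kinetic reads before and after stimulation buffer. Rate constants are normalized to DMSO controls.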
# FBPA coupling cs: counter-screen for Giardia aldolase inhibitors: coupling enzyme system; coupling enzyme system counterscreen, AmpLite Red fluorescence; activity change, negative = inhibition, % at 58.2 µM, hits read low; 290,000 tested, 0.67% active; in the data active means activity change below about -30%; further: on the % scale 0 is the no-effect control and ±100 the full control effect
#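 Counterscreen of the coupled detection system alone, without aldolase: glyceraldehyde-3-phosphate coupling enzymes plus AmpLite Red readout. Compounds at 57.5 uM final, 10 min RT preincubation, 20 min RT reaction, fluorescence 525/598 nm.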
# USP2a block: inhibitors of human ubiquitin-specific protease USP2a | 330,000 tested, 0.01% active | AID 463254 | USP2 core, Ub-CHOP2 coupled fluorogenic reporter, 485/531 | Potency, µM (doses to about 38.3 µM), for the others: top-dose activity change, negative = inhibition, actives largely listed as inhibitors;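 further: potency means the concentration at half of the fitted maximal effect; plate controls were DMSO wells for no effect and full inhibition by NEM control for full effect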
# Target sequence (O75604 whole entry, looked up): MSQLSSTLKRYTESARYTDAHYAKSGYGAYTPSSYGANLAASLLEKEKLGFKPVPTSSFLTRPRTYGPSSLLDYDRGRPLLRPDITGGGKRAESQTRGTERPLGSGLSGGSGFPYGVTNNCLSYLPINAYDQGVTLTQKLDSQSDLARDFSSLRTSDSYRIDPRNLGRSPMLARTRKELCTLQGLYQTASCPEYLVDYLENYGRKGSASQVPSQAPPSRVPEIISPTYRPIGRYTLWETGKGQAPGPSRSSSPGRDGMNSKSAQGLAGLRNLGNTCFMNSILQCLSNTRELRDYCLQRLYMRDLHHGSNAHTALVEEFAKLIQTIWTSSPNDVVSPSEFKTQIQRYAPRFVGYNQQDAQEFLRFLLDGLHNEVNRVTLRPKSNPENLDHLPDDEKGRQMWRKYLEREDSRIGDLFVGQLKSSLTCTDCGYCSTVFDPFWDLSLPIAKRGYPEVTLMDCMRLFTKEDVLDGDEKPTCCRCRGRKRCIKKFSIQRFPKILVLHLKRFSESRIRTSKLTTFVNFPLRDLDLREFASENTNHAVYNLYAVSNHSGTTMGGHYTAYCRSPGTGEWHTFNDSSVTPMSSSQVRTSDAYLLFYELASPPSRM
#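 USP2 core (10nM final) preincubated 30min RT with compound in 20mM Tris-HCl pH 8.0, 2mM CaCl2, 2mM beta-mercaptoethanol, 0.05% CHAPS; 25nM Ub-CHOP2 plus 25nM reporter substrate added, fluorescence (Ex485/Em531) read after 60min.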
# * = called active by the depositor; i = inactive; u = inconclusive; x = not tested or not shown; [ ] = dose if it differs, or a comment. Unless noted, the call rests on the fitted dose curve; in most records, active means well fitted curve in the direction sought with a large enough effect; inconclusive means small, poorly fitted or top-dose-only effect, or another doubt; inactive means no such curve, though single readings can be large; an effect the other way counts as inactive or inconclusive. This is a subset. The share of hits here may be higher or lower than overall.
SMILES,B2AR arrestin,GALK inhibitor,KCNH2 3.1 inh,Menin-MLL TR inh,Giardia killer,PKM2 act,CXXC DNA block,TRPV1 ag,KCNH2 WT inh,FBPA coupling cs,USP2a block
O=C(CCC(=O)Nc1ccc(Cl)cc1Cl)NNC(=O)Nc1ccccc1,0.1%,0%,8,12%,-14,-2%,-10%,1,-9,2,2%
CC(C)c1ccc2[nH]c(O)c(N=NC(=S)NCCc3ccccc3)c2c1,-1.5%,0%,-16,8%,-25,7%,1%,-2,10,-6,2%
CC1CN=C(Nc2cccc(S(=O)(=O)N(C)C)c2)S1 (stereo not given),-0.2%,4%,-11,4%,7,0%,14%,2,-5,4,1%
Cc1ccc(-c2[nH]c3cc(C(=O)NCCCn4ccnc4)ccc3c(=O)c2O)cc1,-0.8%,-2%,3,x,-7,2%,9%,1,-2,-1,1%
CCC1=NN=C(c2ccc(F)cc2)C(c2c[nH]c3ccccc23)N1O (stereo not given),-0.1%,-3%,-6,-5%,-2,4%,11%,18,-10,-8,-1%
CC1=Nc2ccccc2N=C(NC(=O)CN2CCN(c3ccccc3)CC2)C1c1ccccc1 (stereo not given),0.3%,2%,-2,1%,-21,-1%,0%,4,-4,0,3%
Cc1ccc(NC(=O)CN2C(=O)c3ccccc3S2(=O)=O)cc1C,0.3%,-4%,5,12%,-14,x,-6%,-4,-3,0,1%
O=C1NCCc2cc3c(cc21)OCO3,-0.6%,0%,-20,1%,-13,4%,3%,-1,0,1,-1%
O=C(O)c1cccc(Oc2ccccc2[N+](=O)[O-])c1,-0.7%,2%,-2,-1%,-11,-1%,2%,2,-1,11,3%
CCOC(=O)N1CCN(S(=O)(=O)c2ccc(C)c(C(=O)NC3CCCCC3)c2)CC1,-0.9%,0%,9,x,-11,0%,-3%,0,5,x,2%
CCOC(=O)c1cccc(NS(=O)(=O)c2cnc[nH]2)c1,-0.5%,1%,2,-1%,7,-7%,5%,-4,-10,2,-2%
Cc1ccc2nsnc2c1NS(=O)(=O)c1c(C)ccc2nsnc12,-0.8%,-1%,-9,2%,6,12%,-4%,1,-2,-12,-2%
COc1ccccc1OCc1cc(C(=O)N(C)CCC2CCCCO2)no1 (stereo not given),0.5%,-5%,11,x,-7,1%,3%,11,13,x,4%
COc1ccc(Nc2ccnc3ccccc23)cc1,-2.6%,0%,-2,1%,-4,-4%,3%,-2,-2,-1,-1%
CCc1nc(SCC(=O)c2c[nH]c3ccccc23)n[nH]1,-0.3%,-3%,-13,1%,-1,2%,21%,-1,-4,-1,2%
O=S(=O)(c1ccccc1)c1nc(-c2ccco2)oc1N1CCCCCC1,-0.1%,1%,-4,-2%,6,23%,0%,-3,1,7,-2%
CN1CCc2c(sc(NC(=O)C3CCCN3S(=O)(=O)c3ccc(Cl)s3)c2C(N)=O)C1 (stereo not given),0.0%,x,-26,x,26,x,x,3,7,x,-3%
CCOc1ccc(-c2cc(N)n(S(=O)(=O)c3cccc4nsnc34)n2)cc1,-0.2%,x,34,x,14,5%,-1%,2,-8,0,-1%
Cc1cc(C)c(S(=O)(=O)N2CCN(C(=O)CN3C(=O)NC4(CCCC4)C3=O)CC2)c(C)c1,0.5%,5%,-14,x,3,-2%,11%,2,1,x,0%
Cc1ccc(NC(=O)COC(=O)Cn2cnc3c2c(=O)n(C)c(=O)n3C)c(Cl)c1,0.4%,-2%,11,-6%,14,4%,9%,3,-2,0,2%
CCOC(=O)c1c(NC(=O)CSc2nnc(-c3c[nH]c4ccccc34)n2CCOC)sc2c1CCCC2,-1.3%,x,-5,-3%,4,-10%,4%,-1,-1,-3,1%
CCOC(=O)NC(=O)CSc1nnc(SCCC(=O)O)s1,-0.2%,3%,16,4%,-14,19%,13%,-4,-3,0,2%
Nc1nc(Cl)cc(NCCc2ccc(O)cc2)n1,0.1%,1%,12,14%,-4,25%,15%,3,9,-7,6%
CN(C(=O)COC(=O)C1c2ccccc2Oc2ccccc21)C1CCS(=O)(=O)C1 (stereo not given),-0.5%,5%,-2,1%,-2,-2%,3%,-3,-10,0,-1%
O=C(NNC(=O)c1ccc(Br)s1)c1cccc(S(=O)(=O)N2CCCC2)c1,-0.1%,x,8,x,4,x,x,1,0,x,-1%

# The list goes on, overlapping the part above by five compounds.
SMILES,B2AR arrestin,GALK inhibitor,KCNH2 3.1 inh,Menin-MLL TR inh,Giardia killer,PKM2 act,CXXC DNA block,TRPV1 ag,KCNH2 WT inh,FBPA coupling cs,USP2a block
CCOC(=O)c1c(NC(=O)CSc2nnc(-c3c[nH]c4ccccc34)n2CCOC)sc2c1CCCC2,-1.3%,x,-5,-3%,4,-10%,4%,-1,-1,-3,1%
CCOC(=O)NC(=O)CSc1nnc(SCCC(=O)O)s1,-0.2%,3%,16,4%,-14,19%,13%,-4,-3,0,2%
Nc1nc(Cl)cc(NCCc2ccc(O)cc2)n1,0.1%,1%,12,14%,-4,25%,15%,3,9,-7,6%
CN(C(=O)COC(=O)C1c2ccccc2Oc2ccccc21)C1CCS(=O)(=O)C1 (stereo not given),-0.5%,5%,-2,1%,-2,-2%,3%,-3,-10,0,-1%
O=C(NNC(=O)c1ccc(Br)s1)c1cccc(S(=O)(=O)N2CCCC2)c1,-0.1%,x,8,x,4,x,x,1,0,x,-1%
Cc1nc(C)c(CC(=O)N2CCc3c([nH]c4ccccc34)C2c2ccccn2)s1 (stereo not given),0.1%,3%,9,-11%,-6,2%,-7%,0,-20,-6,4%
COc1ccc(Nc2cc(Nc3ccccc3)ncn2)cc1,-0.3%,3%,12,56%[activator],-3,x,13%,-4,0,2,4%
Cc1cc(NC(=O)CSc2nc(Cc3ccc(O)cc3)c(C)[nH]2)no1,0.2%,7%,-13,-5%,-23,x,0%,-13,-2,-1,3%
O=C(/C=C/c1ccccc1)NCCC1=CCCCC1,-0.7%,-2%,3,-2%,34[activator],-4%,0%,u,3,3,1%
COc1cc2c(cc1OC)-c1cc(NC3CCCCC3)nc(=O)n1CC2,-0.7%,-3%,7,-11%,4,0%,0%,-2,-1,-1,0%
c1ccc(-c2ccncc2)nc1,0.3%,x,-12,x,-1,x,x,-1,1,x,0%
Cc1nc2ccccc2c(=O)n1-c1ccc(NS(=O)(=O)c2ccc(F)cc2F)cc1,-1.6%,x,-15,x,-17,x,x,-1,-7,x,-1%
COc1ccc2c(c1OC)C(=O)N(C(C)C(=O)O)C2=O (stereo not given),-0.3%,0%,5,x,-8,-8%,-1%,x,0,2,2%
N#CC1=C2SCCN2C(=O)C(C#N)C12CCCCC2 (stereo not given),-0.5%,4%,0,3%,-7,1%,5%,-1,-10,1,2%
CCn1ncc(Cl)c1C(=O)Nc1ccncc1,-0.2%,-3%,-18,5%,-18,-12%,-9%,5,1,-1,0%
O=C(O)c1ccccc1-c1ccccc1C(=O)Nc1ccccc1-c1ccccc1,0.1%,8%,2,9%,0,0%[11.5 µM],-14%,1,9,-1,0%
CCc1ccnc(NS(=O)(=O)c2ccc3c(c2)CCO3)c1,-0.8%,x,31,x,-13,21%,3%,-1,-1,-1,3%
COc1cccc(CNC(=O)CN(C)S(=O)(=O)c2cnc[nH]2)c1,-0.6%,-1%,-17,-2%,12,-2%,1%,-6,0,-1,3%
O=C(Nc1ncc2c(n1)CC(c1ccco1)CC2=O)c1ccco1 (stereo not given),0.3%,0%,1,4%,-3,28µM*,4%,13,20,-4,8%
O=C(CSc1nnc(-c2cccnc2)n1Cc1ccco1)N1c2ccccc2Sc2ccccc21,-0.7%,-4%,1,0%,-13,21%,9%,-7,5,2,-2%
C[C@H](CO)N1C[C@H](C)[C@@H](CN(C)C(=O)Nc2ccc(C(F)(F)F)cc2)Oc2ccc(NC(=O)Cn3cnnn3)cc2C1=O,-0.2%,x,1,x,8,x,x,x,6,x,3%
COc1ccc2c(=O)c3c(=O)n(-c4ccccc4)c(-c4ccco4)nc3oc2c1,0.5%,x,-4,3%,3,2%,8%,1,i,0,3%

# 2 of the compounds above, with each value named.
> N#CC1=C2SCCN2C(=O)C(C#N)C12CCCCC2 (stereo not given)
  B2AR arrestin: -0.5%	GALK inhibitor: 4%	KCNH2 3.1 inh: 0	Menin-MLL TR inh: 3%	Giardia killer: -7	PKM2 act: 1%	CXXC DNA block: 5%	TRPV1 ag: -1	KCNH2 WT inh: -10	FBPA coupling cs: 1	USP2a block: 2%
> CCn1ncc(Cl)c1C(=O)Nc1ccncc1
  B2AR arrestin: -0.2%	GALK inhibitor: -3%	KCNH2 3.1 inh: -18	Menin-MLL TR inh: 5%	Giardia killer: -18	PKM2 act: -12%	CXXC DNA block: -9%	TRPV1 ag: 5	KCNH2 WT inh: 1	FBPA coupling cs: -1	USP2a block: 0%
